# High-throughput results (PubChem)
# NPYLR7 ag: agonists of mosquito NPYLR7 receptor, primary screen, cell-based, Aedes aegypti, calcium fluorescence, mosquito biting behavior. Aedes aegypti neuropeptide Y-like receptor 7 (NPYLR7). activation, % at 10 µM. 270,000 tested, 0.15% active. HEK293T NPYLR7/Galpha15, GCaMP6s calcium fluorescence; in the data active = activation above about 40%;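 note: 0% = vehicle and 100% = reference agonist at the receptor; some compounds past the cut are filed as inactive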
# mcGAS lum: cyclic GMP-AMP synthase inhibitors, mouse, primary biochemical chemiluminescence | recombinant cGAS, Kinase-Glo ATP depletion luminescence | inhibition, % at 12.5 µM | 160,000 tested, 0.15% active | AID 1259399, 2018;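 note: 0% = negative control wells and 100% = reference inhibitor with no enzyme activity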
# hcGAS inh: Primary biochemical luminescence assay for human cyclic GMP-AMP synthase inhibitors; inhibition, % at 12.5 µM; 290,000 tested, 0.081% active; recombinant h-cGAS, ATP depletion, Kinase-Glo luminescence; Q8N884;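 note: 0% = vehicle reaction and 100% = reaction without DNA for no activity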
# Target sequence (Q8N884 whole entry, looked up): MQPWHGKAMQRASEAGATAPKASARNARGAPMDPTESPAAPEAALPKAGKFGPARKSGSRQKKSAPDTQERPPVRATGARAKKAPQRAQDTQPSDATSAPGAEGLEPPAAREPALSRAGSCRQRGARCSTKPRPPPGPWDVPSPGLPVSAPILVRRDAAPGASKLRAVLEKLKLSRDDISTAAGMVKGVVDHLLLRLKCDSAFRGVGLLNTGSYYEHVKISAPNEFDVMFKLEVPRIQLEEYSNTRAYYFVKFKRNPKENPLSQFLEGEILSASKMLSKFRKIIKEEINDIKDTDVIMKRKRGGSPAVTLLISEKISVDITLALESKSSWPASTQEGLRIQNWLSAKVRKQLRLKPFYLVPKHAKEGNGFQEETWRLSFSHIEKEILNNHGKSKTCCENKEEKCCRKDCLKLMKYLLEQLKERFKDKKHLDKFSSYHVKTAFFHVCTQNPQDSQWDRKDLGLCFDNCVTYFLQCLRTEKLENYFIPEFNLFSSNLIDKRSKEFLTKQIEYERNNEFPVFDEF
# * hit, by the source's call; · = not tested or not shown. Cut-off read from the data, not from the text of the source, unless noted: active = inhibition above about 40%; inactive = the rest. No enrichment for hits; about 0.29% have a hit in one of these screens.
SMILES,NPYLR7 ag,mcGAS lum,hcGAS inh
COCCCN(CC(=O)N(CCc1ccc(OC)c(OC)c1)Cc1ccco1)C(=O)c1cc(C(F)(F)F)cc(C(F)(F)F)c1,1,-5,-4
Cc1ccc(CNc2nc(CN3CCc4ccccc4C3)nc3ccccc23)o1,16,-9,-4
CNCC(=O)N1CCCC1c1nc(-c2cccnc2)no1 (stereo unspecified),-1,-7,-7
COc1ccc(N2CCN(Cc3cc(=O)c(OCC(=O)NC4CCCC4)co3)CC2)cc1,0,-8,-5
CC(=NNC(=O)c1cc(C)oc1C)c1ccc2c(c1)Nc1ccccc1S2,-6,-4,-1
Cc1cc(C)c(NC(=O)CNC(=O)c2ccc(Cl)c(N3CCCC3=O)c2)c(C)c1,-5,-6,-3
CCCCn1c(=O)c2c(nc3n2CC(C)CN3c2ccc(OC)cc2OC)n(C)c1=O (stereo unspecified),8,-8,-7
Cc1ccc(C)c(Nc2nc(NCc3ccco3)nc3nccnc23)c1,6,·,-5
O=c1[nH]c(CN2CCN(Cc3ccccc3)CC2)nc2ccsc12,-1,·,4
CC(=O)c1cccc(NC(=O)c2cc3c(=O)n(C)c(=O)n(C)c3n2Cc2ccccc2)c1,3,-10,-7
C=CCN1C(=O)NC(c2cc(OC)ccc2OC)C2=C1CN(Cc1ccco1)C2=O (stereo unspecified),25,-4,-5
Cn1ncc(Oc2cccc(C(F)(F)F)c2)c(Nc2cccc(C(=O)N3CCCCC3)c2)c1=O,-3,1,-2
CC(C)CC1NC(=O)NC1=O (stereo unspecified),-2,·,-1
Nc1cc(N)nc(Sc2ncnc3ccccc23)n1,19,-1,-7
CS(=O)(=O)N1CCN(c2ccc(Nc3cccnc3)nn2)CC1,10,·,5
COC(=O)N(C)CC(=O)Nc1ccc2c3c(cccc13)CC2,2,·,-15
C=CCN(CC=C)c1cc(Cl)nc(SCc2ccc(C(=O)N3CCN(c4ccc([N+](=O)[O-])cc4)CC3)cc2)n1,26,-5,-2
CCCn1c(=O)n(CC(O)COc2cc(C)ccc2C)c2ccccc21 (stereo unspecified),0,·,-2
CCc1nc2n(n1)C(=O)C(C(c1ccc(C(F)(F)F)cc1)N1CCN(C)CC1)S2 (stereo unspecified),-6,-7,-9
COc1ccc(-c2cc(C(F)(F)F)n3nc(C(N)=O)c(Cl)c3n2)cc1,-6,-3,-1
O=C1NC(=O)C(Nc2ccc(I)cc2)S1 (stereo unspecified),3,-1,2
Cc1cc(C2CCCN2Cc2cnc3c(-c4ccccc4)cnn3c2)no1 (stereo unspecified),-1,-8,4
CC(C)c1nc(NC(=O)c2ccc(Cl)c(Cl)c2)n[nH]1,0,·,-3
CCCCOC(=O)N1CCC2(CC1)[C@@H](C(=O)OCC)[C@@H](O)C(=O)N2C,0,-2,4
CCc1cc(N2CCC3(CCOCC3)CC2)ncn1,·,-6,-9

# Remaining list, next part.
SMILES,NPYLR7 ag,mcGAS lum,hcGAS inh
O=C(CN1C(=O)NC2(CCCC2)C1=O)OCc1nc2scc(-c3ccco3)c2c(=O)[nH]1,7,·,2
CC(C)(CO)CNC(=O)c1cc(COc2ccc3c(c2)CCCC3)on1,8,·,-5
Cc1ccc(-n2nc(-c3ccc(C)o3)cc2C(=O)N2CCN(c3ccccc3Cl)CC2)c(C)c1,0,-4,-4
COc1ccc(N2CCN(C(=O)Cn3nc(C)cc3N)C(C)C2=O)cc1 (stereo unspecified),·,-14,-1
COc1ccc(-c2cnc(OC(C)(C)C)nc2OC(C)(C)C)cc1,3,·,-3
Cc1ccc(S(=O)(=O)C2=C([Si](C)(C)C)C3C=CC2C3)cc1 (stereo unspecified),9,·,0
CCc1ncc2c(n1)CN(C(=O)CC1CC(C)(C)NC(C)(C)C1)C2,·,-12,-11
COCCN(Cc1cccc(OC)c1)Cc1ccc(C(O)(c2cccs2)c2cccs2)o1,-9,1,1
COc1ccc(CCN2CCC(CN(C)C(=O)c3cccc(C)c3)CC2)cc1,3,-11,-7
CC(C)NC(=O)c1csc(N2CCN(C)C2=O)n1,-1,·,-9
O=C(NCCN1CCOCC1)c1cc2c(s1)CS(=O)(=O)C2,5,-3,-3
O=C(c1ccc(Cl)cc1)N1N=C(c2ccc(Br)cc2)CC1c1nc2ccccc2[nH]1 (stereo unspecified),-9,-7,-3
CC1CCc2c(sc3ncnc(NN4CCCCC4)c23)C1 (stereo unspecified),5,-6,-6
CC(C)N1C(=O)COCc2cc(-c3cccc(C(F)(F)F)c3)ccc21,5,·,-1
COCCN(C)CC1CCCN1C(=O)Nc1ccc(F)cc1Cl (stereo unspecified),1,·,-10
O=C(c1ccccc1Cl)N1CCCC(OCc2ccc(OC(F)(F)F)cc2)C1 (stereo unspecified),-3,-3,0
CCCOc1cc(C)c(C)cc1S(=O)(=O)NCc1ccc2c(c1)OCO2,2,·,-3
CCc1nc(C)sc1CNC(=O)Cc1noc2ccccc12,-1,-16,-5
C=C(C)Cn1c(=O)c2c(nc3n2CCCN3c2ccc(CCCC)cc2)n(C)c1=O,1,·,0
CCOc1ccc(NS(=O)(=O)c2ccc(OC)c([N+](=O)[O-])c2)cc1OCC,-5,·,-3
CC(=O)NCCn1ncc2c(N3CCOCC3)ncnc21,-2,-2,-6
O=c1cc(CN2CCc3[nH]nc(-c4ccc(Cl)cc4)c3C2)nc(C2CC2)[nH]1,13,·,-4
CCCn1cc(C(=O)Nc2cccc(C(C)C)c2)c(=O)c2ccc(C)nc21,-10,1,0
Cn1c(=NN=Cc2ccc(C#N)cc2)sc2ccccc21,1,·,-5
CCOc1ccccc1C=C1NC(=S)NC1=O,2,·,-6

# Next results
SMILES,NPYLR7 ag,mcGAS lum,hcGAS inh
N#Cc1ccc(N2CCCC(C(=O)Nc3ccccc3)C2)nc1 (stereo unspecified),-2,·,2
CCOCC(=O)N(CC)c1ccc(S(=O)(=O)C(F)(F)F)cc1,9,·,-8
CCOc1cc(C(=O)Oc2coc(CSc3nc(C)cs3)cc2=O)cc(OCC)c1OCC,-3,-7,-8
Cc1ccc(C(=O)N(Cc2nccn2Cc2ccccc2Cl)C2CCCCC2)cc1,31,-5,-8
O=C1COc2cc(S(=O)(=O)N3CCN(c4ncccn4)CC3)c(Cl)cc2N1,8,·,-5
COc1ccc(OC)c(C2CCCN2C(=O)c2ccc(-n3cc[nH]c3=S)cc2)c1 (stereo unspecified),-4,·,-9
COc1ccc(N2C(=O)CSC2c2ccc(NS(=O)(=O)c3c(C)cc(C)cc3C)cc2)cc1 (stereo unspecified),-4,-6,-9
Cc1cc(Oc2cc(N3CCCCCC3)ncn2)ccc1Cl,·,-3,-2
O=C(CN1CCCCC1C(=O)N1CCCC1)NCCCc1ccccc1 (stereo unspecified),1,·,-11
COc1ccc(S(=O)(=O)N2CCN(C(=O)CCN3CCc4sccc4C3c3ccccc3C)CC2C)cc1 (stereo unspecified),10,-5,-3
CC1C(=O)N(C)CCN1C(=O)c1ccccc1-c1ccccc1 (stereo unspecified),-1,·,4
Cc1ccc(NC(=O)Cn2nc3ccc(SC(C)C)nn3c2=O)cc1,·,0,-3
O=C(c1ccccc1-n1cccn1)N1CCN(Cc2ccccc2)CC1,-5,·,-14
Cc1cccc(-c2ccnc3nc(N4CCN(C(=O)C(C)C)CC4)nn23)c1,3,-7,-8
CCOCCOc1nc(-c2ccco2)n(-c2ccc(NC(=O)Nc3ccccc3C)cc2)n1,·,-3,-5
COc1cc(C=NN=C2CC(c3ccccc3)N=N2)cc(I)c1O (stereo unspecified),5,-5,-2
COc1cccc(/C=C2N=C(/C=C/c3ccc(C)cc3)OC\2=O)c1,-1,·,0
CCCCOc1ccc(-c2c(C#N)c(N)nc(SCC(=O)OC)c2C#N)cc1,1,-1,10
C=c1cc(C)n(CC(=O)Nc2c(C)cc(C)cc2C)c(=O)c1=C1N=C(c2ccc(F)cc2)NO1,1,-10,-7
CC(C)C1CN(c2cnccn2)CCC(=O)N1CC1CC1 (stereo unspecified),4,-12,-2
COC(=O)c1cc(NC(=O)c2sccc2C(C)C)cc(S(C)(=O)=O)c1,1,-16,-6
CC1NC(=S)N(c2cc3c(cc2Br)OCCO3)C1=O (stereo unspecified),10,·,-2
COc1cc(C=CC(=O)c2ccc(S(=O)(=O)N3CCCC3)cc2)cc(OC)c1O,4,·,-10
Cc1cc(C)c(S(=O)(=O)NCCO)c(C)c1N(C)S(=O)(=O)c1ccccc1,3,-1,0
CC(=O)N1CSCC1C(=O)Nc1nc2c(C)cccc2s1 (stereo unspecified),5,·,-7

# Of the compounds above, 6 contain an NH in an aromatic ring.
SMILES,NPYLR7 ag,mcGAS lum,hcGAS inh
O=c1[nH]c(CN2CCN(Cc3ccccc3)CC2)nc2ccsc12,-1,·,4
CC(C)c1nc(NC(=O)c2ccc(Cl)c(Cl)c2)n[nH]1,0,·,-3
O=C(CN1C(=O)NC2(CCCC2)C1=O)OCc1nc2scc(-c3ccco3)c2c(=O)[nH]1,7,·,2
O=C(c1ccc(Cl)cc1)N1N=C(c2ccc(Br)cc2)CC1c1nc2ccccc2[nH]1 (stereo unspecified),-9,-7,-3
O=c1cc(CN2CCc3[nH]nc(-c4ccc(Cl)cc4)c3C2)nc(C2CC2)[nH]1,13,·,-4
COc1ccc(OC)c(C2CCCN2C(=O)c2ccc(-n3cc[nH]c3=S)cc2)c1 (stereo unspecified),-4,·,-9

# Next part
SMILES,NPYLR7 ag,mcGAS lum,hcGAS inh
Cc1ccncc1-c1ccc(-c2ccn[nH]2)cc1,-1,1,4
CC(C)NC(=O)C1=CN2CCN(Cc3ccccc3)C(=O)N=C2O1,1,·,-9
COC(=O)c1ccc(NC(=O)c2c(-c3c(Cl)cccc3Cl)noc2C)cc1,-1,-5,-5
CCC(CC)=NNc1ccc([N+](=O)[O-])cc1[N+](=O)[O-],-6,·,-6
COc1cc(/C=C2/SC(=S)N(CC(=O)O)C2=O)ccc1OC(=O)c1ccc(C)cc1,-2,·,-4
O=C(CCC(=O)N1CCc2ccccc2C1)NCCc1ccccc1F,2,-4,-7
CC(C#N)c1cccc(C(=O)N2CCOC(COCc3ccc(F)cc3Cl)C2)c1 (stereo unspecified),9,-6,-9
CCOC(=O)CC(=O)N1CCN(c2nc3nccc(-c4cccs4)n3n2)CC1,4,-7,-5
Cc1ccc(-c2cc(C(=O)N3CCN(Cc4ccc5c(c4)OCO5)CC3)n(-c3ccc(Cl)cc3)n2)cc1C,-1,-4,-12
COC(=O)c1ccc(OC)c(Cn2cnc3c(-c4cccc(Cl)c4)csc3c2=O)c1,6,-8,-6
CCOc1ccccc1N1CCN(C(=O)c2cc(-c3ccc(OC)cc3)nc3cc(C(C)(C)C)nn23)CC1,7,-9,-10
CC(=O)c1cccc(NC(=O)NC2CCCN(C3CCCCCC3)C2)c1 (stereo unspecified),-1,·,-10
N#CCc1ncc(-c2cc3cc(Br)ccc3oc2=O)s1,4,·,3
Cc1cccc(NC(=O)Nc2c[nH]c3ccccc23)c1,2,-10,-4
CC(=O)N1CCc2nc(C)nc(N(C)CCCN3CCCC3)c2CC1,13,·,-5
Cc1ccc(C(=O)NCc2ccc(CN3CCCC3)cc2)n1C,0,-10,-13
CCC(C(=O)N(CCCN1CCOCC1)CC(=O)N(Cc1ccc(F)cc1)Cc1ccco1)c1ccccc1 (stereo unspecified),-2,-5,-3
Cc1cc(C)c(NS(=O)(=O)c2cccs2)c(C(=O)O)c1,7,-9,-1
CC(C)N1C(=O)COCc2cc(-c3ccccc3)ccc21,5,·,-3
Cc1ccccc1OCCCC(=O)Nc1ccccc1N(C)C,6,·,-16
Cc1cnc(N2CCC(Oc3cccnc3)CC2)nc1N(C)C,0,·,-2
Cc1cc(OCC2c3ccsc3CCN2C(=O)CN(CCC(C)C)C(=O)c2ccc(F)cc2)ccc1Cl (stereo unspecified),16,-3,-2
C=Cc1cccc(CN2CCC3(CC2)CNC(=O)C3)c1,25,·,-6
COCCn1c(=O)c2c(nc3n(-c4ccc(C(F)(F)F)cc4)c(C)cn23)n(C)c1=O,1,-3,-9
CC1CCCN(S(=O)(=O)c2cc(C(=O)NCC(c3ccco3)N(C)C)ccc2Cl)C1 (stereo unspecified),0,-4,-6

# (list continues)
SMILES,NPYLR7 ag,mcGAS lum,hcGAS inh
Cc1ccc(-c2ccc(=O)n(CC(N)=O)n2)cc1,9,·,-8
Cc1cccc(Cn2c(C)c(C)c(C)c2C(=O)NCc2cccnc2)c1,·,-4,-1
O=C(CC12CC3CC(CC(O)(C3)C1)C2)N1CC=C(c2ccccc2)CC1,8,-6,-7
Cc1cccc(C(=O)N2CCCC(OCc3cc(F)cc(F)c3)C2)c1 (stereo unspecified),-12,-4,-5
O=C(NS(=O)(=O)CCc1ccccc1)C1CCCC1,18,·,-6
COCCCN(Cc1csc(COc2ccccc2C(C)C)n1)C(=O)C1CCCC1,-1,-4,-1
O=C(Nc1n[nH]c(C(F)(F)F)n1)c1cccc(Br)c1,-4,·,4
CCN1N=C(C(=O)NCCc2nc3cc(C)ccc3s2)CCC1=O,8,·,-5
COc1ccccc1CN1CCn2nc(C(=O)O)cc2C1=O,-12,·,-1
CCCCCc1ccc(C(=O)N2CCCN(c3nc4ccccc4nc3C(=O)OCC)CC2)cc1,5,-7,-5

# Among those listed so far, these contain a COOH group:
SMILES,NPYLR7 ag,mcGAS lum,hcGAS inh
COc1cc(/C=C2/SC(=S)N(CC(=O)O)C2=O)ccc1OC(=O)c1ccc(C)cc1,-2,·,-4
Cc1cc(C)c(NS(=O)(=O)c2cccs2)c(C(=O)O)c1,7,-9,-1
COc1ccccc1CN1CCn2nc(C(=O)O)cc2C1=O,-12,·,-1
